VEEV TC-83 Vero – inhibitors of VEEV TC-83 cytopathic effect, confirmation, Vero cells (AID 588727); inhibition, % at 20 µM, or IC50 in µM where a hit was titrated; actives 0.13% (n = 350,000); Vero cells, VEEV TC-83 cytopathic effect inhibition; higher % means a stronger effect; in the data active means a potency from the dose series; inconclusive means inhibition mostly from about 14% at the one dose, without a potency; inactive means the rest, 99 in 100 with inhibition below about 12%; further: strong numbers were not always called active
H1N1 NS1A inhibition – H1N1 influenza NS1A inhibitors, functional cell based assay (AID 504329) | NS1A functional cell-based assay, percent inhibition; higher % means a stronger effect | one-dose inhibition, % at 12.5 µM; IC50 in µM for titrated hits | actives 0.3% (n = 340,000); in the data active means a potency from the dose series; inconclusive means inhibition above about 27% without an active follow-up result; further: strong numbers were not always called active
M. tuberculosis HTS – M. tuberculosis growth inhibition, HTS (AID 449762) | M. tuberculosis H37Rv growth inhibition, 7H9 media; higher % means a stronger effect | inhibition, % at 25 µM, or IC50 in µM where a hit was titrated | actives 0.59% (n = 330,000); in the data active means a potency from the dose series; inconclusive means inhibition above about 70% without an active follow-up result;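 further: bacterial growth assessed after seven days of incubation; strong numbers were not always called active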
M. tuberculosis – growth inhibition of non-replicating M. tuberculosis (AID 488890); Mycobacterium tuberculosis non-replicating, growth inhibition; higher % means a stronger effect; inhibition, % at 25 µM, or IC50 in µM where a hit was titrated; actives 0.39% (n = 320,000); in the data active means a potency from the dose series; inconclusive means inhibition mostly from about 82% at the one dose, without a potency; inactive means the rest, 99 in 100 with inhibition below about 76%;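 further: plate controls were DMSO cells for no effect and high antibiotic wells for full effect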
PhoP GFP inhibition – PhoP regulon inhibitors, Salmonella typhi PhoP promoter GFP reporter, confirmatory (AID 1850) | actives 0.33% (n = 310,000) | one-dose inhibition, % at 50 µM; IC50 in µM for titrated hits | Salmonella Typhi PhoP-promoter GFP reporter, fluorescence, 4 h; higher % means a stronger effect; in the data active means a potency from the dose series; inconclusive means inhibition mostly from about 25% at the one dose, without a potency; inactive means the rest, 99 in 100 with inhibition below about 19%;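 further: 0% = induced wells with vehicle and 100% = uninduced wells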
VEEV TC-83 Vero 10K pilot screen – also measured in VEEV TC-83 Vero; calls as there; inhibition, %; measured here: 10K pilot screen inhibition
Starred values were filed as active, the others as inactive.

`COc1cc(C2NC(=O)NC(C)=C2C(=O)OC(C)(C)C)ccc1OCC(=O)O` (stereo not given) gave VEEV TC-83 Vero 1.0%, H1N1 NS1A inhibition 0%, M. tuberculosis HTS -1%, M. tuberculosis -7% and PhoP GFP inhibition 12%.
Screening COc1ccc(NC(=O)Nc2c(C)noc2-c2ccccc2)cc1 returned VEEV TC-83 Vero 0.7%, H1N1 NS1A inhibition -4%, M. tuberculosis HTS 0%, M. tuberculosis 31% and PhoP GFP inhibition -5%.
Screening CC1CCCN(c2ncnc3c2cnn3-c2ccccc2)C1 (stereo not given) returned VEEV TC-83 Vero 5.6%, H1N1 NS1A inhibition -11%, M. tuberculosis HTS 8% and PhoP GFP inhibition -8%.
COc1ccc(C2SCC(=O)N2c2ccccc2)cc1 (stereo not given) was read as VEEV TC-83 Vero inactive, H1N1 NS1A inhibition 3%, M. tuberculosis HTS 13%, M. tuberculosis 10% and PhoP GFP inhibition -4%.
`CCC(=O)N1CCN(c2ccc(Cl)cc2NC(=S)NC(=O)c2ccco2)CC1` gave VEEV TC-83 Vero 5.8%, H1N1 NS1A inhibition -2%, M. tuberculosis HTS 2%, M. tuberculosis 7% and PhoP GFP inhibition 1%.
For COc1ccc(-n2ncc3c2CC(C)(C)CC3NC(=O)Cc2nonc2C)cc1 (stereo not given) the results were VEEV TC-83 Vero 0.1%, H1N1 NS1A inhibition 6%, M. tuberculosis HTS 6%, M. tuberculosis 0% and PhoP GFP inhibition -1%.
CCC[C@@H](O)c1cc2cc(OC)c(OC)cc2c(=O)o1 was read as VEEV TC-83 Vero 0.2%, H1N1 NS1A inhibition -2%, M. tuberculosis HTS -4% and M. tuberculosis 70%.
`O=S1(=O)C=C(SCc2ccccc2)Nc2ccccc21` gave VEEV TC-83 Vero 0.1%, H1N1 NS1A inhibition -4%, M. tuberculosis HTS -4%, M. tuberculosis 7% and PhoP GFP inhibition 0%.
For CC1CCN(c2ccc3nnc(CCC(=O)Nc4ccc(F)c(F)c4)n3n2)CC1 the results were VEEV TC-83 Vero 3.0%, H1N1 NS1A inhibition -5%, M. tuberculosis HTS 4%, M. tuberculosis 8% and PhoP GFP inhibition -4%.
For CCOc1ccc(NC(=O)NCc2cccnc2)cc1 the results were VEEV TC-83 Vero inactive, H1N1 NS1A inhibition 7%, M. tuberculosis HTS 6%, M. tuberculosis -27% and PhoP GFP inhibition -3%.
For O=C(/C=N/O)Nc1ccccc1C(=O)O the results were VEEV TC-83 Vero 1.2%, H1N1 NS1A inhibition -3%, M. tuberculosis HTS -1%, M. tuberculosis -1%, PhoP GFP inhibition -1% and VEEV TC-83 Vero 10K pilot screen 0.3.
For COc1ccc(CC(=O)NCCCSc2ccccc2)cc1OC the results were VEEV TC-83 Vero inactive, H1N1 NS1A inhibition 0%, M. tuberculosis HTS 3%, M. tuberculosis 23% and PhoP GFP inhibition -3%.

Gathered by group: those above containing a halogen (2)
`CCC(=O)N1CCN(c2ccc(Cl)cc2NC(=S)NC(=O)c2ccco2)CC1` gave VEEV TC-83 Vero 5.8%, H1N1 NS1A inhibition -2%, M. tuberculosis HTS 2%, M. tuberculosis 7% and PhoP GFP inhibition 1%.
For CC1CCN(c2ccc3nnc(CCC(=O)Nc4ccc(F)c(F)c4)n3n2)CC1 the results were VEEV TC-83 Vero 3.0%, H1N1 NS1A inhibition -5%, M. tuberculosis HTS 4%, M. tuberculosis 8% and PhoP GFP inhibition -4%.

More results
`CC(=O)N1CCc2cc(S(=O)(=O)N3CCOCC3)ccc21` gave VEEV TC-83 Vero 0.7%, H1N1 NS1A inhibition 6%, M. tuberculosis HTS -1%, M. tuberculosis -13% and PhoP GFP inhibition 5%.
For Cc1ccccc1NC(=O)NCCc1c[nH]c2ccccc12 the results were VEEV TC-83 Vero 0.6%, H1N1 NS1A inhibition 16%, M. tuberculosis HTS -4%, M. tuberculosis 3% and PhoP GFP inhibition 9%.
CCOC(=O)N1CCN(Cc2nc3ccc([N+](=O)[O-])cc3c(=O)n2-c2ccccc2F)CC1 was read as VEEV TC-83 Vero inconclusive, H1N1 NS1A inhibition 6%, M. tuberculosis HTS 6%, M. tuberculosis -1% and PhoP GFP inhibition -22%.
`CCS(=O)(=O)Nc1ccc(C(=O)CC2(O)C(=O)Nc3ccc(Br)cc32)cc1` (stereo not given) gave VEEV TC-83 Vero 0.3%, H1N1 NS1A inhibition -6%, M. tuberculosis HTS -3%, M. tuberculosis 2% and PhoP GFP inhibition -3%.
Screening O=C(NCc1ccccc1)c1ccc(NC(=O)C2CCC2)cc1 returned VEEV TC-83 Vero 0.2% and H1N1 NS1A inhibition -7%.
COc1ccc(CCn2c(C)cc(C(=O)CSc3nnnn3C)c2C)cc1 was read as VEEV TC-83 Vero inactive, H1N1 NS1A inhibition 6%, M. tuberculosis HTS -6%, M. tuberculosis 0% and PhoP GFP inhibition 2%.
`COc1ccc(CC(=O)Nc2ccc(N3CCN(c4ccc(OC)cc4)CC3)c(C#N)c2)cc1` gave VEEV TC-83 Vero 0.8%, H1N1 NS1A inhibition -7%, M. tuberculosis HTS 2%, M. tuberculosis 15% and PhoP GFP inhibition -14%.
C/C(CC(=O)NCc1ccc(F)cc1)=N\NC(N)=S was read as VEEV TC-83 Vero 0.3%, H1N1 NS1A inhibition -3%, M. tuberculosis HTS inconclusive, M. tuberculosis inconclusive and PhoP GFP inhibition 7%.
Screening O=C(Nc1cccc(S(=O)(=O)N2CCCC2)c1)c1cncc(Br)c1 returned VEEV TC-83 Vero 7.5%, H1N1 NS1A inhibition -7%, M. tuberculosis HTS -14% and M. tuberculosis 11%.
For CC(NC(=O)C(C)(C)C)C(c1cccs1)N1CCOCC1 (stereo not given) the results were VEEV TC-83 Vero 0.5%, H1N1 NS1A inhibition 6%, M. tuberculosis HTS -17%, M. tuberculosis -11% and PhoP GFP inhibition -4%.
CC1CCCCC12NC(=O)N(CC(=O)N1CCN(S(=O)(=O)c3cccs3)CC1)C2=O (stereo not given) was read as VEEV TC-83 Vero 8.2% and H1N1 NS1A inhibition -13%.
`CC12CCC(O)CC1CCC1C2CCC2(C)C(C(=O)CC(O)C(F)(F)F)CCC12` (stereo not given) gave VEEV TC-83 Vero 0.0% and H1N1 NS1A inhibition 9%.
For CCC(=O)Nc1nnc(SCC(=O)NC2CCCC2)s1 the results were VEEV TC-83 Vero 1.6%, H1N1 NS1A inhibition 6%, M. tuberculosis HTS 7%, M. tuberculosis -1% and PhoP GFP inhibition 2%.
CN(C)S(=O)(=O)c1ccc2c(c1)C(=NO)c1cc(S(=O)(=O)N(C)C)ccc1-2 was read as VEEV TC-83 Vero 0.7%, H1N1 NS1A inhibition -27%, M. tuberculosis HTS 0%, M. tuberculosis -5% and PhoP GFP inhibition 1%.
For CC(OC(=O)C1=COCCO1)C(=O)Nc1cc(S(=O)(=O)N2CCCCC2)ccc1Cl (stereo not given) the results were VEEV TC-83 Vero 3.0%, H1N1 NS1A inhibition 5%, M. tuberculosis HTS 3%, M. tuberculosis 1%, PhoP GFP inhibition 12% and VEEV TC-83 Vero 10K pilot screen 0.8.
Screening CCc1ccccc1NC(=O)C1CCN(S(=O)(=O)c2ccc3c(c2)N(C(C)=O)CCO3)CC1 returned VEEV TC-83 Vero inactive, H1N1 NS1A inhibition -2%, M. tuberculosis HTS 2%, M. tuberculosis -8% and PhoP GFP inhibition 10%.
Cc1ccc(C2C(C#N)=C(N)SC(N)=C2C#N)cc1 was read as VEEV TC-83 Vero 2.5% and H1N1 NS1A inhibition -12%.
Screening COc1ccc(N=C2S/C(=C\c3cc(C)n(C)c3C)C(=O)N2C)cc1 returned VEEV TC-83 Vero 6.2%, H1N1 NS1A inhibition 2%, M. tuberculosis HTS -1%, M. tuberculosis 12% and PhoP GFP inhibition 3%.
For CCN(CC)C(=O)[C@H]1CC(CC(=O)NCc2cccc(C(F)(F)F)c2)C(=O)N2CCc3c([nH]c4ccc(OC)cc34)[C@]12C (stereo not given in full) the results were VEEV TC-83 Vero 0.2% and H1N1 NS1A inhibition -10%.
For COc1ccc(C(=O)NCCCN2CCN(CCCNC(=O)c3ccc(OC)c(OC)c3)CC2)cc1OC the results were VEEV TC-83 Vero 6.1% and H1N1 NS1A inhibition -7%.
For O=C(O)C1=C(OCc2ccccc2)C(=O)NCC1 the results were VEEV TC-83 Vero 0.4%, H1N1 NS1A inhibition 0%, M. tuberculosis HTS -6%, M. tuberculosis -10% and PhoP GFP inhibition 8%.
C=CCSc1nnc2nc3c(nn12)c1cc(C)ccc1n3CC=C was read as VEEV TC-83 Vero 3.4%, H1N1 NS1A inhibition 0%, M. tuberculosis HTS 1%, M. tuberculosis 23% and PhoP GFP inhibition -7%.
Screening COc1cccc(NC(=O)Cn2c(-c3cncs3)nc3ccccc32)c1 returned VEEV TC-83 Vero 4.6%, H1N1 NS1A inhibition -32%, M. tuberculosis HTS -1%, M. tuberculosis 31% and PhoP GFP inhibition 1%.
For COc1ccc(-c2cn3c(C)c(C(=O)N4CCN(c5ccccc5F)CC4)sc3n2)cc1 the results were VEEV TC-83 Vero 7.7%, H1N1 NS1A inhibition 14%, M. tuberculosis HTS 48%, M. tuberculosis -14% and PhoP GFP inhibition 9%.
CC(C(=O)N(C)Cc1cccc(F)c1)N1CCN(S(=O)(=O)c2ccc3c(c2)OCCCO3)CC1 (stereo not given) was read as VEEV TC-83 Vero 5.5% and H1N1 NS1A inhibition -6%.
`CS(=O)(=O)c1ccc(C(=O)Nc2ccccc2Cl)cc1` gave VEEV TC-83 Vero 4.9%, H1N1 NS1A inhibition -17%, M. tuberculosis HTS 0%, M. tuberculosis -14% and PhoP GFP inhibition 0%.
Cc1ccc(Nc2nc(CSc3nnnn3C)cs2)cc1 was read as VEEV TC-83 Vero 3.8%, H1N1 NS1A inhibition 1%, M. tuberculosis HTS 5%, M. tuberculosis 20%, PhoP GFP inhibition -6% and VEEV TC-83 Vero 10K pilot screen 4.5.
`CC1c2cc3c(cc2CCN1C(=O)c1ccc(Cl)cc1)OCCCO3` (stereo not given) gave VEEV TC-83 Vero 1.1%, H1N1 NS1A inhibition 1%, M. tuberculosis HTS 13%, M. tuberculosis 25% and PhoP GFP inhibition -13%.
`N/C(=N\N=C\c1ccc(O)c(O)c1)c1nonc1N` gave VEEV TC-83 Vero 3.1%, H1N1 NS1A inhibition -8%, M. tuberculosis HTS 0%, M. tuberculosis 46% and PhoP GFP inhibition 6%.
For Cc1ccccc1OCC(=O)OCC(=O)Nc1ccc(Cl)cn1 the results were VEEV TC-83 Vero 2.2%, H1N1 NS1A inhibition -11%, M. tuberculosis HTS 8% and M. tuberculosis 32%.
For O=C(CSc1ncnc2[nH]ncc12)Nc1cccc(Oc2ccccc2)c1 the results were VEEV TC-83 Vero 2.5%, H1N1 NS1A inhibition -9%, M. tuberculosis HTS -5%, M. tuberculosis 42% and PhoP GFP inhibition 3%.
Screening Cc1ccc(OCC(=O)Nc2ccc(S(=O)(=O)N3CCOCC3)cc2)c(C)c1 returned VEEV TC-83 Vero 1.0% and H1N1 NS1A inhibition 6%.
For CCN(CC)C(=O)CSc1ncnc2c1nnn2-c1ccc(F)cc1 the results were VEEV TC-83 Vero 0.9%, H1N1 NS1A inhibition -8%, M. tuberculosis HTS -2%, M. tuberculosis 14% and PhoP GFP inhibition -28%.
O=C(Nc1ccncc1)c1ccc([N+](=O)[O-])cc1Cl was read as VEEV TC-83 Vero 0.1%, H1N1 NS1A inhibition -2%, M. tuberculosis HTS 10%, M. tuberculosis 2% and PhoP GFP inhibition 0%.
`COC(=O)C1=C(C)N(C)C(=O)NC1c1cc2c(cc1[N+](=O)[O-])OCO2` (stereo not given) gave VEEV TC-83 Vero 0.6%, H1N1 NS1A inhibition 7%, M. tuberculosis HTS -1%, M. tuberculosis -7% and PhoP GFP inhibition -6%.

In the list so far, these have a nitro group on carbon:
CCOC(=O)N1CCN(Cc2nc3ccc([N+](=O)[O-])cc3c(=O)n2-c2ccccc2F)CC1 was read as VEEV TC-83 Vero inconclusive, H1N1 NS1A inhibition 6%, M. tuberculosis HTS 6%, M. tuberculosis -1% and PhoP GFP inhibition -22%.
O=C(Nc1ccncc1)c1ccc([N+](=O)[O-])cc1Cl was read as VEEV TC-83 Vero 0.1%, H1N1 NS1A inhibition -2%, M. tuberculosis HTS 10%, M. tuberculosis 2% and PhoP GFP inhibition 0%.
`COC(=O)C1=C(C)N(C)C(=O)NC1c1cc2c(cc1[N+](=O)[O-])OCO2` (stereo not given) gave VEEV TC-83 Vero 0.6%, H1N1 NS1A inhibition 7%, M. tuberculosis HTS -1%, M. tuberculosis -7% and PhoP GFP inhibition -6%.

Source: PubChem BioAssay
